NPY Y2 blocker = NPY-Y2 (human) receptor antagonism; P49146; NPY-Y2 expressing cells, antagonist mode; inhibition, % at 2.7 µM; actives 0.99% (n = 140,000); AID 793; in the data active = inhibition above about 17%;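 note: 0% = vehicle with agonist challenge and 100% = reference antagonist with challenge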
Target sequence (P49146 whole entry, looked up): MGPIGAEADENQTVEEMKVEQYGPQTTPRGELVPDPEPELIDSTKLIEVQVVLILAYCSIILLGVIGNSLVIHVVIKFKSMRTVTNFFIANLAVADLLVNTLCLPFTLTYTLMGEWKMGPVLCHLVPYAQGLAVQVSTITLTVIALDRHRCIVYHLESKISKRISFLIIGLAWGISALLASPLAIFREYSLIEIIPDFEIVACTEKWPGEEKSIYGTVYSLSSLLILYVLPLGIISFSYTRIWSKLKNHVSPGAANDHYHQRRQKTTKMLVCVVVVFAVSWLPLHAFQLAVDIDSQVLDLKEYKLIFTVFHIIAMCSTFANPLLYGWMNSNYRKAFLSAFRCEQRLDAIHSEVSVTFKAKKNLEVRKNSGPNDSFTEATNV
MRP-1 activ = MRP-1 activation. H69AR cells + doxorubicin, viability rescue, CellTiter-Glo. viability increase, % at 10 µM. actives 0.61% (n = 140,000);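 active = viability gain under doxorubicin at or above a set limit, the compound median plus 3 SD, cut at about 4.7% in these data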;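 note: MRP-1 overexpressing cells given doxorubicin 25 µM after compound pretreatment; 18-22 h compound pretreatment then 72 h with doxorubicin before readout; 0% = doxorubicin-only wells and 100% = vehicle-treated cells without doxorubicin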
HCT116 PTEN-null = suppresses growth of cells with PTEN deletion; actives 1.2% (n = 140,000); HCT116 PTEN-null viability, CellTiter-Glo, 60 h; stronger effect = lower value; viability, % at 10 µM; AID 827;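 active = viability at or below a set limit, 4 SD under the median of all tested compounds, cut at about 3.7% in these data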;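 note: PTEN knockout HCT116 line with beta catenin targeted HCT116 as companion control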
Yeast lifespan up = extends the lifespan of yeast. inhibition of the nicotinamide effect, % at 10 µM. actives 0.68% (n = 130,000). S. cerevisiae growth with nicotinamide, OD615; deaD strain in restrictive glucose medium. AID 775;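 active = inhibition above a set limit, placed 3 SD over the median of all compounds, cut at about 26% in these data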;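 note: 0% = nicotinamide-treated wells and 100% = cells grown without nicotinamide; some compounds called inactive have numbers as strong as hits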
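Material: Modified budding yeast, DeaD strain | Medium: Restrictive glucose medium | Probe or stimulus: 1.5 mM nicotinamide | Dosing: Single dose 10 µM compound, 0.25% DMSO | Times: 48 h at 30 °C | Technique: OD615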
HCT116 bCat-KO = beta-catenin-lacking colon tumor cell growth suppression; HCT116 beta-catenin knockout viability, CellTiter-Glo, 60 h; stronger effect = lower value; viability, % at 10 µM; actives 1.5% (n = 140,000); AID 818;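 active = viability at or under a set limit, the compound median less 4 SD, cut at about 6% in these data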;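 note: 0% = Hyamine 1622 control at 20 µM and 100% = untreated cell control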
Yeast growth inh = chemicals that inhibit yeast BB579 growth in restrictive medium (lifespan-shortening candidates). S. cerevisiae BB579 growth, OD615, 48 h. inhibition, % at 10 µM. actives 0.51% (n = 140,000). AID 804;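 active = inhibition above a set limit, 3 SD over the mean compound inhibition, cut at about 44% in these data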; note: inactives centre near -24
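test system = yeast BB579 (DeaD) | buffer or medium = restrictive CSMM-D medium | doses = single compound dose of 10 µM, 0.25% DMSO final | times = 4 h preincubation and 48 h exposure at 30 °C | technique = culture absorbance at 615 nm | benchmarks = amphotericin B 10 µg/mL, positive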
Phagocyt inh = inhibitors of macrophage phagocytosis | J774A.1 macrophage IgG-bead phagocytosis, imaging | inhibition, % at 5 µM | actives 0.07% (n = 110,000);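 active = inhibition above the mean of the plate negative controls plus 5 SD, cut at about 13% in these data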;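 note: phagocytic index as fraction of beads internalized from green versus red external bead signal; plate controls were DMSO negative control for no effect and cytochalasin-D positive control for full effect; some results beyond the cut were filed as inactive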
Measles CPE = protection of cells from measles virus; Measles virus-infected cells, CPE protection, absorbance; protection (pct of control), % at 4 µM; actives 1.5% (n = 140,000); AID 841; in the data active = protection mostly above about 24%, no sharp cut-off; inactive = mostly below about 26%; note: some compounds called inactive have numbers as strong as hits
E-sel TNF inh = TNF alpha driven E-selectin expression inhibition. HUVEC TNFa-induced E-selectin immunofluorescence, high content. inhibition, % at 2 µM. actives 0.71% (n = 120,000). AID 1246;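 active = inhibition above the batch mean plus 3 SD, and confirmed as a hit on visual image review, cut at about 43% in these data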;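 note: 0% = TNF-stimulated DMSO wells and 100% = unstimulated control wells; not every result past the cut was called active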
GALR2 antag = GALR2 (human) receptor antagonism. GALR2-expressing cells, antagonist mode. inhibition, % at 4 µM. actives 0.39% (n = 140,000); in the data active = inhibition above about 27%;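 note: cells stimulated with galanin 1-16 at roughly its EC80; 0% = agonist challenge control and 100% = basal control without agonist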
Target sequence (O43603 whole entry, looked up): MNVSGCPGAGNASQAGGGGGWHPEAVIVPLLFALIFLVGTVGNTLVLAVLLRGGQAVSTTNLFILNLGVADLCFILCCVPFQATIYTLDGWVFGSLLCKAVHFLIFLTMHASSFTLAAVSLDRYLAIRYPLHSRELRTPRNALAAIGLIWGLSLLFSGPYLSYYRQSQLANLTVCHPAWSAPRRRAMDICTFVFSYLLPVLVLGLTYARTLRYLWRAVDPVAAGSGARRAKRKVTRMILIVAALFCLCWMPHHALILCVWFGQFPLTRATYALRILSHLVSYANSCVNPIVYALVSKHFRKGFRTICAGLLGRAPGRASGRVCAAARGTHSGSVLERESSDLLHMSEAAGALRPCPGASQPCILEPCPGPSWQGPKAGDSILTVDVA
Starred values were filed as active, the others as inactive; & = joins results of further samples; [ ] = dose if it differs, or a comment.

Screening CCN(CC)C(=O)c1cnn(-c2ccccc2)c1NC(=O)c1ccco1 returned NPY Y2 blocker 0, MRP-1 activ 0.5, HCT116 PTEN-null 96&95, Yeast lifespan up -12, HCT116 bCat-KO 99, Yeast growth inh -6, Phagocyt inh 1, Measles CPE 4, E-sel TNF inh -2 and GALR2 antag 6.
For CCc1ccc(OCC(=O)NNC(=O)CSc2ncnc3sc(C)c(C)c23)cc1 the results were NPY Y2 blocker 4, MRP-1 activ -1.4, HCT116 PTEN-null 78, Yeast lifespan up -9, HCT116 bCat-KO 72, Yeast growth inh -39, Measles CPE 3, E-sel TNF inh -43 and GALR2 antag 1.
Cc1c(C#N)c(N)c(C(=O)c2ccccc2)n1Cc1ccccc1 was read as NPY Y2 blocker 8, MRP-1 activ -4.5, HCT116 PTEN-null 92, Yeast lifespan up -5, HCT116 bCat-KO 84, Yeast growth inh -32, Phagocyt inh -4, Measles CPE 3, E-sel TNF inh 14 and GALR2 antag -16.
`Cc1nc2nc(SCC(=O)NCc3ccco3)nn2c(C)c1Cc1c(F)cccc1Cl` gave NPY Y2 blocker 17, MRP-1 activ -4.2, HCT116 PTEN-null 53, Yeast lifespan up -9, HCT116 bCat-KO 51, Yeast growth inh -18, Measles CPE 27 and GALR2 antag 1.
Screening CCn1c(SCC(=O)NNC(=O)c2ccccc2)nnc1-c1ccncc1 returned NPY Y2 blocker 1, MRP-1 activ -0.1, HCT116 PTEN-null 104, Yeast lifespan up -11, HCT116 bCat-KO 105, Yeast growth inh -50, Phagocyt inh 1, Measles CPE 9, E-sel TNF inh 40 and GALR2 antag -8.
`CC(C)NC(=O)c1cc2c(-c3ccc(Cl)cc3)nn(C)c2s1` gave NPY Y2 blocker 2, MRP-1 activ -4.5, HCT116 PTEN-null 81, Yeast lifespan up -2, HCT116 bCat-KO 88, Yeast growth inh 25, Phagocyt inh -1, Measles CPE 8, E-sel TNF inh 5 and GALR2 antag -7.
`CCc1nc(NCc2ccc3c(c2)OCO3)c2oc3ccccc3c2n1` gave NPY Y2 blocker 10, MRP-1 activ 1.0, HCT116 PTEN-null 65, Yeast lifespan up -23, HCT116 bCat-KO 72, Yeast growth inh -10, Phagocyt inh 3, Measles CPE 16, E-sel TNF inh 4 and GALR2 antag 10.
`Cc1ccc(NC(=O)C2CCN(S(=O)(=O)c3c(C)noc3/C=C/c3ccco3)CC2)nc1` gave NPY Y2 blocker 3, MRP-1 activ -2.3, HCT116 PTEN-null 57, Yeast lifespan up 6, HCT116 bCat-KO 60, Yeast growth inh -23, Phagocyt inh -7, Measles CPE 5 and GALR2 antag -2.
`Cn1c(=O)cc(N)n(Cc2ccccc2)c1=O` gave NPY Y2 blocker 1, MRP-1 activ -1.2, HCT116 PTEN-null 97, Yeast lifespan up 8, HCT116 bCat-KO 108, Yeast growth inh -34, Measles CPE 2, E-sel TNF inh -12 and GALR2 antag -7.
Screening O=C(NCc1ccccn1)C1CCN(S(=O)(=O)N2CCCC2)CC1 returned NPY Y2 blocker 3, MRP-1 activ -0.8, HCT116 PTEN-null 110, Yeast lifespan up -13, HCT116 bCat-KO 99, Yeast growth inh -46, Phagocyt inh -1, Measles CPE 9, E-sel TNF inh -19 and GALR2 antag 13.
`O=C(NCC1CCCO1)C(c1cccs1)N(Cc1cccs1)C(=O)Cn1nnc(-c2cccs2)n1` (stereo not given) gave NPY Y2 blocker 8, MRP-1 activ 0.2, HCT116 PTEN-null 71, HCT116 bCat-KO 76, Yeast growth inh -25, Measles CPE 14, E-sel TNF inh 1 and GALR2 antag 19.
Screening CCN(CC)S(=O)(=O)c1ccc(C(=O)OCn2nnc3ccccc3c2=O)cc1 returned NPY Y2 blocker 1, MRP-1 activ 0.6, HCT116 PTEN-null 100, Yeast lifespan up 5, HCT116 bCat-KO 91, Yeast growth inh -51, Phagocyt inh 0, Measles CPE 1, E-sel TNF inh -8 and GALR2 antag -7.
O=C(CCCCn1c(=O)[nH]c2ccsc2c1=O)NCc1ccc2c(c1)OCO2 was read as NPY Y2 blocker -1, MRP-1 activ -0.9, HCT116 PTEN-null 104, Yeast lifespan up -9, HCT116 bCat-KO 92, Yeast growth inh 0, Phagocyt inh 0, Measles CPE 8 and GALR2 antag -2.
For CCOc1ccccc1Nc1nnc(SCc2ccc(C(=O)OC)o2)s1 the results were NPY Y2 blocker 12, MRP-1 activ -2.8, HCT116 PTEN-null 83, Yeast lifespan up -7, HCT116 bCat-KO 85, Yeast growth inh 6, Phagocyt inh -1, Measles CPE 9, E-sel TNF inh 23 and GALR2 antag 13.
Screening CC1CN(c2oc(-c3ccco3)nc2C#N)CC(C)O1 (stereo not given) returned NPY Y2 blocker 2, MRP-1 activ -2.0, HCT116 PTEN-null 94, Yeast lifespan up -25, HCT116 bCat-KO 94, Yeast growth inh -48, Phagocyt inh 0, Measles CPE 4, E-sel TNF inh 7 and GALR2 antag -3.
c1ccc(-n2c(-c3ccco3)nnc2-c2ccco2)cc1 was read as NPY Y2 blocker 2, MRP-1 activ -2.2, HCT116 PTEN-null 94, Yeast lifespan up -9, HCT116 bCat-KO 106, Yeast growth inh 47*, Phagocyt inh -1, Measles CPE 0, E-sel TNF inh 8 and GALR2 antag -2.
For O=C(O)c1cc(NS(=O)(=O)c2ccc(N3CCOCC3)c([N+](=O)[O-])c2)cc(C(=O)O)c1 the results were NPY Y2 blocker 2, MRP-1 activ -1.1, HCT116 PTEN-null 98, Yeast lifespan up -4, HCT116 bCat-KO 95, Yeast growth inh -17, Phagocyt inh -12, Measles CPE 26, E-sel TNF inh 44 and GALR2 antag -19.
`CCOC(=O)C1C(=O)CC(C)(O)C(C(=O)OCC)C1c1cccc(OC(F)(F)C(F)F)c1` (stereo not given) gave NPY Y2 blocker 4, MRP-1 activ -0.9, HCT116 PTEN-null 70, Yeast lifespan up -6, HCT116 bCat-KO 76, Yeast growth inh -37, Phagocyt inh -2, Measles CPE 18, E-sel TNF inh -1 and GALR2 antag -4.
For Cc1ccc2nc(N3C(=O)C(O)=C(C(=O)c4cc5ccccc5o4)C3c3cccs3)sc2c1 (stereo not given) the results were NPY Y2 blocker 1, MRP-1 activ -1.5, HCT116 PTEN-null 85, Yeast lifespan up -5, HCT116 bCat-KO 79, Yeast growth inh -76, Phagocyt inh 1, Measles CPE 7, E-sel TNF inh -9 and GALR2 antag 3.
Cc1nc2ncccn2c1-c1csc(Nc2ccccc2)n1 was read as NPY Y2 blocker 4, MRP-1 activ -4.6, HCT116 PTEN-null 25, Yeast lifespan up -2, HCT116 bCat-KO 34, Yeast growth inh -51, Phagocyt inh -1, Measles CPE 8 and GALR2 antag 15.
`O=C(CSCC(=O)N1CCCc2ccccc21)Nc1nc(-c2ccccc2)cs1` gave NPY Y2 blocker 3, MRP-1 activ -1.8, HCT116 PTEN-null 85, Yeast lifespan up 2, HCT116 bCat-KO 98, Yeast growth inh 5, Measles CPE 14, E-sel TNF inh 3 and GALR2 antag 10.
For Cc1cc(NC(=O)CSc2nnc(-c3cccnc3)n2C)no1 the results were NPY Y2 blocker -1, MRP-1 activ -0.1, HCT116 PTEN-null 105, Yeast lifespan up -10, HCT116 bCat-KO 96, Yeast growth inh -42, Phagocyt inh -2, Measles CPE 4, E-sel TNF inh -6 and GALR2 antag -11.
`CCOC(=O)c1ccc(S(=O)(=O)NNC(=O)COc2ccccc2C)cc1` gave NPY Y2 blocker 12, MRP-1 activ -2.3, HCT116 PTEN-null 84, Yeast lifespan up 0, HCT116 bCat-KO 87, Yeast growth inh -11, Phagocyt inh 7, Measles CPE 12 and GALR2 antag 0.
Screening CCOC(=O)N1CCN(C(=O)c2oc3ccc(S(=O)(=O)N4CCOCC4)cc3c2C)CC1 returned NPY Y2 blocker 4, MRP-1 activ -1.5, HCT116 PTEN-null 83, Yeast lifespan up -15, HCT116 bCat-KO 90, Yeast growth inh 25, Phagocyt inh -4, Measles CPE 9, E-sel TNF inh -29 and GALR2 antag 12.
For CCOc1ccc(-n2c(SCC(=O)NCc3ccco3)nnc2-c2c[nH]c3ccccc23)cc1 the results were NPY Y2 blocker 1, MRP-1 activ -2.4, HCT116 PTEN-null 83, Yeast lifespan up -6, HCT116 bCat-KO 85, Yeast growth inh -15, Phagocyt inh 0, Measles CPE 5 and GALR2 antag 5.
For O=C(/C=C/c1ccco1)Nc1cccc(NC(=O)/C=C/c2ccco2)n1 the results were NPY Y2 blocker 1, MRP-1 activ -1.7, HCT116 PTEN-null 56, Yeast lifespan up -2, HCT116 bCat-KO 62, Yeast growth inh -12, Phagocyt inh -7, Measles CPE 8 and GALR2 antag 6.
Screening O/N=C/c1cn(-c2ccccc2)nc1-c1ccc2c(c1)OCCO2 returned NPY Y2 blocker 1, MRP-1 activ -0.7, HCT116 PTEN-null 100, Yeast lifespan up -17, HCT116 bCat-KO 98, Yeast growth inh -36, Phagocyt inh 0, Measles CPE 2, E-sel TNF inh -8 and GALR2 antag -2.
CCOC(=O)c1c(C)[nH]c(C(=O)COC(=O)CN2C(=O)C3CCCCC3C2=O)c1C (stereo not given) was read as NPY Y2 blocker 0, MRP-1 activ -4.4, HCT116 PTEN-null 86, Yeast lifespan up 0, HCT116 bCat-KO 95, Yeast growth inh -2, Phagocyt inh 0, Measles CPE 3, E-sel TNF inh -11 and GALR2 antag 4.
Screening CCCCC(=O)NCCc1ccc(OC)cc1 returned NPY Y2 blocker 5, MRP-1 activ 0.1, HCT116 PTEN-null 105, Yeast lifespan up -9, HCT116 bCat-KO 95, Yeast growth inh -70, Measles CPE 9, E-sel TNF inh 2 and GALR2 antag -3.
For Cc1nn(C)c(C)c1S(=O)(=O)N1CCC(C(=O)NCCC2=CCCCC2)CC1 the results were NPY Y2 blocker 4, MRP-1 activ -1.7, HCT116 PTEN-null 59, Yeast lifespan up -4, HCT116 bCat-KO 66, Yeast growth inh 4, Phagocyt inh 0, Measles CPE 0, E-sel TNF inh -20 and GALR2 antag 8.
For CCOc1ccc(-c2csc(N)c2C(=O)OC)cc1 the results were NPY Y2 blocker 4, MRP-1 activ -1.3, HCT116 PTEN-null 94, Yeast lifespan up -15, HCT116 bCat-KO 98, Yeast growth inh -34, Phagocyt inh -1, Measles CPE 3, E-sel TNF inh 22 and GALR2 antag -5.
COc1ccc(-c2nn(-c3ccccc3)cc2/C=N/n2cnnc2)cc1OC was read as NPY Y2 blocker 4, MRP-1 activ -0.9, HCT116 PTEN-null 94, Yeast lifespan up -16, HCT116 bCat-KO 75, Yeast growth inh -48, Phagocyt inh 1, Measles CPE 2, E-sel TNF inh -3 and GALR2 antag -6.
For CCOC(=O)CSC1=C(C#N)C(C)C2=C(CCCC2=O)N1 (stereo not given) the results were NPY Y2 blocker 2, MRP-1 activ 0.7, HCT116 PTEN-null 90, Yeast lifespan up 3, HCT116 bCat-KO 95, Yeast growth inh -19, Measles CPE 17, E-sel TNF inh -4 and GALR2 antag 2.
Screening CC(C)(C)NS(=O)(=O)c1ccc(CCC(=O)N2CCOCC2)cc1 returned NPY Y2 blocker -2, MRP-1 activ -4.2, HCT116 PTEN-null 96, Yeast lifespan up -6, HCT116 bCat-KO 100, Yeast growth inh -9, Phagocyt inh 22*[artifact], Measles CPE 5, E-sel TNF inh -2 and GALR2 antag -5.

Bioassay records: PubChem, several laboratories
